NPSR antagonist: neuropeptide S receptor (human) antagonism, cAMP | CHO-NPSR cells, cAMP TR-FRET, antagonist mode | 220,000 compounds, 1% hits | AID 1461 | Potency, µM (highest dose often 38.3 µM), without a hit: top-dose activity change, negative = inhibition, most hits filed as inhibitors; note: % is set by controls: 0 for no effect and ±100 for the full control effect; nearly all actives have a fitted effect of over 50% in size; many of its hits are not listed in these tables
Target sequence (Q6W5P4 whole entry, looked up): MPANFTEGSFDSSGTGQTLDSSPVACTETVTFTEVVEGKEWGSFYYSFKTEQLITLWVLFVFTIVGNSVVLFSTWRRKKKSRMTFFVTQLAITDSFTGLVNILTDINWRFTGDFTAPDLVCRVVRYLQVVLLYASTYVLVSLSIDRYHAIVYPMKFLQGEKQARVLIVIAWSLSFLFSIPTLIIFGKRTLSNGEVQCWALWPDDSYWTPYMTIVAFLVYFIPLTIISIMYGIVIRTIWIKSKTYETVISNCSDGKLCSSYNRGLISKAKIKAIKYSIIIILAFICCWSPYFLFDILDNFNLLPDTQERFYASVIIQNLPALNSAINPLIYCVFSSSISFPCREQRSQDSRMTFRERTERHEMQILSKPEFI
SMN2 splice enh: increases expression of the SMN2 splice variant; HEK293 SMN2-luciferase splicing reporter, luminescence, 30-36 h; Potency, µM (series often up to 46.1 µM), for inactives: at the top dose activity change, positive = activation, usual class: activators; 210,000 compounds, 2.8% hits; note: % of control where 0% means no effect; nearly all actives have a fitted effect of over 55% in size
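HEK293 cells carry an SMN2 minigene-luciferase reporter in which exon 7 inclusion puts luciferase in frame. Cells were seeded at 2000 cells/well, attached for 10-12 hours, then exposed to compounds for 30-36 hours at 37C before ONE-Glo luminescence.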
JMJD2E inh: inhibitors of human JMJD2E histone demethylase | B2RXH2 | JMJD2E catalytic domain, FDH-coupled NADH fluorescence (FDH is formaldehyde dehydrogenase) | Potency, µM (doses to about 57.1 µM), for inactives: at the highest dose activity change, negative = inhibition, most hits filed as inhibitors | 230,000 compounds, 1.6% hits | AID 2147; active = well fitted inhibition curve with a large enough effect, not every such curve was filed as active; inconclusive = small, poorly fitted or top-dose-only effect, or another doubt; inactive = no such curve, though single readings can be large or run the other way;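 note: 0% = wells with enzyme and -100% = buffer wells without enzyme; nearly all actives have a fitted effect of over 50% in size; many of its hits are not listed in these tables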
Target sequence (B2RXH2 1-337 limits assumed): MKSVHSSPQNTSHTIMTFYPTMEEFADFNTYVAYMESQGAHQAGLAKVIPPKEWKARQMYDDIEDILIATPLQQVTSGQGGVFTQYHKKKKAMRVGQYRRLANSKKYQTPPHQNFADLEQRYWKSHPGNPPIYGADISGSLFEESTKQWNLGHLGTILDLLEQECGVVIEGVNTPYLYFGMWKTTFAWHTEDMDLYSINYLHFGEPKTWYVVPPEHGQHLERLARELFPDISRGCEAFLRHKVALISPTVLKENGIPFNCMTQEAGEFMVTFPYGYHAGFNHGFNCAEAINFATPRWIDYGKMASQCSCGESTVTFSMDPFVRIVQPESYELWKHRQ
KinaseGlo FLuc: blocks Kinase-Glo luciferase, a counter-screen artifact; Kinase-Glo luciferase, ATP luminescence, 8 min; Potency, µM (top dose mostly 38.3 µM), for the others: at the top dose activity change, negative = inhibition, actives largely listed as inhibitors; 200,000 compounds, 0.28% hits; AID 1379; note: % is set by controls: 0 for no effect and ±100 for the full control effect; nearly all actives have a fitted effect of over 60% in size
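Recombinant Kinase-Glo luciferase, 10 uM ATP (linear range), luciferin; imidazole pH 7.2 / KCl / MgCl2 / Tween / BSA buffer; 8 min RT; luminescence.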
IMPase Li cell: IMPase inhibition in cells with lithium potentiation. CHO-M1 cells, IP1 TR-FRET (IP-One), carbachol + lithium. Potency, µM (doses to about 59.4 µM), without a hit: at the top dose activity, negative = IMPase inhibition, most hits filed as inhibitors. 210,000 compounds, 0.35% hits. AID 1457;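 note: IP1 builds up when IMPase is blocked and the TR-FRET signal falls; plate controls were basal vehicle for no effect and high inhibitor control for full effect; nearly all actives have a fitted effect of over 50% in size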
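Concentration–response in CHO-M1 cells, lithium-potentiated; 30 min at 37C. IP1 detected by competitive TR-FRET after 10 min lysis at RT. Hill-fitted AC50.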
Epigenetic derep: epigenetic control regulation, reporter derepression. AID 1865. Potency, µM (doses to about 53.9 µM), for the others: at the highest dose GFP activation, usual class: activators. murine LDR cells, GFP reporter derepression, 30 h. 280,000 compounds, 0.2% hits; note: % of control where 0% means no effect; nearly all actives have a fitted effect of over 60% in size
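Derepression of a silenced CMV-GFP reporter in murine LDR cells is scored by enumerating GFP-positive cells with a laser-scanning microplate cytometer after 30 hours of treatment at 37 C.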
GoLoco inh red: RGS12 GoLoco-Gai1 interaction inhibition; P63096; Gai1:RGS12 GoLoco peptide FP, rhodamine, 10 min; Potency, µM (highest dose often 61.6 µM), for the others: at the highest dose activity, negative = inhibition, hits mostly inhibitors; 230,000 compounds, 0.44% hits; AID 880; active = well fitted inhibition curve with a large enough effect, not every such curve was filed as active; inactive = no such curve, though single readings can be large or run the other way; note: % is set by controls: 0 for no effect and ±100 for the full control effect; nearly all actives have a fitted effect of over 30% in size; many of its hits are not listed in these tables
Target sequence (P63096 whole entry, looked up): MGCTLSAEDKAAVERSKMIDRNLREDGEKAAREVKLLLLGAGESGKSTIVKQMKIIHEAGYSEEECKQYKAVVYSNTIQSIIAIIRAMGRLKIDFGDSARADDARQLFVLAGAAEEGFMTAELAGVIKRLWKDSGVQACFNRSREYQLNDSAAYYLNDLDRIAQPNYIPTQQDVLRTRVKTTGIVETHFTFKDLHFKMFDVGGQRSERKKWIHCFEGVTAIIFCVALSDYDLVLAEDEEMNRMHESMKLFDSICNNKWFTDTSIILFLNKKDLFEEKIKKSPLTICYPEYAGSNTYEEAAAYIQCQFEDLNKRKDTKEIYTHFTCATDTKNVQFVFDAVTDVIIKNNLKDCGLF
RECQ1 inh: blocks DNA unwinding by human RECQ1; AID 2549; 240,000 compounds, 0.54% hits; Potency, µM (titrated, usually from 57.3 µM), for the others: at the top dose activity, negative = inhibition, hits mostly inhibitors; RECQ1 DNA unwinding, red fluorescence kinetic read; P46063;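 note: plate controls were vehicle for no effect and no enzyme for full effect; nearly all actives have a fitted effect of over 30% in size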
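RECQ1T1 50 nM; forked duplex (20 bp + 30-nt ss tails) 200 nM, ATP 2 mM final; pH 8.0, 2 mM MgCl2, 2.5 ug/ml poly(dI-dC); 15 min compound preincubation; discontinuous kinetic read over 2 h at RT.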
Numbers without * were called inactive; i = inactive; ? = inconclusive; · = not tested or not shown; & = joins results of further samples; [ ] = remark or other dose. Unless noted, calls come from the whole dose curve; as a rule, active = well fitted curve in the direction sought with a large enough effect; inconclusive = small, poorly fitted or top-dose-only effect, or another doubt; inactive = no such curve, though single readings can be large; an effect the other way counts as inactive or inconclusive. Potency is the fitted concentration of half-maximal effect. Only part of the results is shown. The share of hits here may be higher or lower than overall.

[1] BrC1C(Br)C(Br)C(Br)C(Br)C1Br (configuration not stated)
[2] O=C1NC(=O)C(CCc2ccncc2)(CCc2ccncc2)C(=O)N1Cc1ccc(F)cc1
[3] CCCCn1c(=O)c(C(=O)Nc2ccccc2)c(O)c2ccccc21
[4] CN(C)S(=O)(=O)c1ccc(C(=O)NNc2nc(-c3ccccc3)c3cc(Br)ccc3n2)cc1
[5] CCCCn1c(O)c(C(CC)=Nc2ccc(OC)cc2OC)c(=O)[nH]c1=O
screen / no.,1,2,3,4,5
NPSR antagonist,·,-13%,-38%,-11%,-16%[46.1 µM]
SMN2 splice enh,-4%,·,-33%[inhibitor],-12%,-9%
JMJD2E inh,?,3%,8%,?,2%
KinaseGlo FLuc,-2%,-1%,3%,-2%,-5%
IMPase Li cell,-3%,-1%,-2%,1%,-7%[38.3 µM]
Epigenetic derep,?,-1.1%,-0.2%,-1.4%,-2.0%
GoLoco inh red,-17%,-3%,12%,8%,15%
RECQ1 inh,-2%,-11%,i,i,-7%

[6] COC(=O)C(O)(c1c(C)[nH]n(-c2ccccc2)c1=O)C(F)(F)F (configuration not stated)
[7] CC(C)(C)NC[C@H](O)c1cc(Cl)c(N)c(Cl)c1
[8] CCCN(CCC)[C@@H]1CCc2ccc(O)cc2C1
[9] COCCNC(=O)c1c(N)n(CCC(C)C)c2nc3ccccc3nc12
[10] CCOc1ccc(NC(=O)c2ccc(NC(=O)COC(=O)Cc3ccccc3)cc2)cc1
screen / no.,6,7,8,9,10
NPSR antagonist,-15%[46.1 µM],·,-2%[46.1 µM],?,12%
SMN2 splice enh,0%,3%[20.6 µM],19%,-3%,20µM*
JMJD2E inh,-14%,8%[25.5 µM],3%&-7%,?,-5%
KinaseGlo FLuc,-2%,1%[17.1 µM],-4%&2%,-2%,0%
IMPase Li cell,-3%[38.3 µM],-11%,23%&25%,-10%[38.3 µM],-2%
Epigenetic derep,0.0%,1.1%[16.9 µM],1.1%&2.9%,-0.7%,-2.2%
GoLoco inh red,3%,3%[21.6 µM],-14%&9%,3%,7%
RECQ1 inh,3%,-5%[25.9 µM],-5%,-9%,4%

[11] O=C(C(Cc1ccccc1)NS(=O)(=O)c1ccc(F)cc1)N1CCC2(CC1)OCCO2 (configuration not stated)
[12] Cc1cc2ccccc2c(=O)n1CC(=O)NCC(=O)N1CCC2(CC1)OCCO2
[13] O=C(CN1CCCCC1)c1ccccc1F
[14] CCC(=NCC1CCCO1)c1c(O)[nH]c(=O)[nH]c1=O (configuration not stated)
[15] CN(C)CCCN=Cc1c(O)n(Cc2ccco2)c(=O)[nH]c1=O
screen / no.,11,12,13,14,15
NPSR antagonist,0%[46.1 µM],9%,2%,1%[46.1 µM],24%
SMN2 splice enh,0%,-4%,6%,24%,·
JMJD2E inh,1%,?,-3%,6%,25%
KinaseGlo FLuc,-6%,2%,-4%,-2%,·
IMPase Li cell,3%[38.3 µM],-4%,10%,5%[38.3 µM],-7%
Epigenetic derep,1.0%,0.0%,-5.3%,-1.0%,0.0%
GoLoco inh red,13%,9%,1%,-1%,8%
RECQ1 inh,i,-11%,0%,i,-3%

[16] CCn1cc(C(=O)N2CCOCC2)c2ccccc21
[17] Nc1c(C(=O)NCc2ccco2)c2nc3ccccc3nc2n1Cc1ccccc1
[18] CC(=NCc1cccnc1)c1c(O)n(-c2ccccc2)c(=O)[nH]c1=O
[19] N[C@@H](Cc1c[nH]c2ccccc12)c1nnc(SCc2ccc(Cl)cc2)o1
[20] O=C1CC(=O)N(Cc2ccccc2)C(=O)N1CCCCCCN1C(=O)CC(=O)N(Cc2ccccc2)C1=O
screen / no.,16,17,18,19,20
NPSR antagonist,8%,?,-3%[46.1 µM],-21%[46.1 µM],4%
SMN2 splice enh,22%,-8%,1%,12%,·
JMJD2E inh,3%,?,1%,?,?
KinaseGlo FLuc,3%,0%,-3%,15%,·
IMPase Li cell,7%,3%,-1%[38.3 µM],13%[38.3 µM],·
Epigenetic derep,-1.4%,?,-1.2%,-1.4%,2.2%
GoLoco inh red,-2%,31%[activator],-5%,4%,14%
RECQ1 inh,-4%,-4%,i,i,7.9µM*

Sorted by count of non-hydrogen atoms (high to low): part of the list above
[18] CC(=NCc1cccnc1)c1c(O)n(-c2ccccc2)c(=O)[nH]c1=O
[15] CN(C)CCCN=Cc1c(O)n(Cc2ccco2)c(=O)[nH]c1=O
[8] CCCN(CCC)[C@@H]1CCc2ccc(O)cc2C1
[7] CC(C)(C)NC[C@H](O)c1cc(Cl)c(N)c(Cl)c1
screen / no.,18,15,8,7
NPSR antagonist,-3%[46.1 µM],24%,-2%[46.1 µM],·
SMN2 splice enh,1%,·,19%,3%[20.6 µM]
JMJD2E inh,1%,25%,3%&-7%,8%[25.5 µM]
KinaseGlo FLuc,-3%,·,-4%&2%,1%[17.1 µM]
IMPase Li cell,-1%[38.3 µM],-7%,23%&25%,-11%
Epigenetic derep,-1.2%,0.0%,1.1%&2.9%,1.1%[16.9 µM]
GoLoco inh red,-5%,8%,-14%&9%,3%[21.6 µM]
RECQ1 inh,i,-3%,-5%,-5%[25.9 µM]

The listing continues:
[21] COc1ccc(C2=CC(c3ccc(OC)c(OC)c3)c3c(c4ccccc4oc3=O)O2)cc1OC (configuration not stated)
[22] CCCCn1c(O)c(C(C)=Nc2ccc(OCC)cc2)c(=O)[nH]c1=O
[23] COc1cc2c(cc1OC)[C@]13CC[N@+]4(C)CC5=CCO[C@H]6CC(=O)N2[C@@H]1C6[C@@H]5C[C@]34O (some centres not stated)
[24] C#CCOS(=O)OC1CCCCC1Oc1ccc(C(C)(C)C)cc1 (configuration not stated)
[25] COc1ccc2nc3oc(C(=O)N4CCC5(CC4)OCCO5)cc3cc2c1
screen / no.,21,22,23,24,25
NPSR antagonist,-36%,-5%[7.67 µM],·,·,0%
SMN2 splice enh,·,-29%,-2%[9.22 µM],-2%,-4%
JMJD2E inh,?,1%,·,?,?
KinaseGlo FLuc,·,-6%,-4%[7.66 µM],-5%,-2%
IMPase Li cell,·,11%[38.3 µM],2%,-2%,-9%
Epigenetic derep,-1.1%,1.0%,·,1.6%,3.9%
GoLoco inh red,6%,5%,7%[14.2 µM],4%,2%
RECQ1 inh,i,-6%,·,-8%,i

[26] Nc1ccncc1Cl
[27] C[C@H]1CN(C2CCC(C#N)(c3ccc(F)cc3)CC2)CC[C@@]1(C(=O)O)c1ccccc1 (some centres not stated)
[28] N#CCCCCC#N
[29] O=c1c2ccccc2nc(CSc2ncnc3nc[nH]c23)n1-c1ccc(Cl)c(Cl)c1
[30] COc1ccc2c(c1OC)C(=O)O[C@H]2[C@H]1c2cc3c(cc2CCN1C)OCO3
screen / no.,26,27,28,29,30
NPSR antagonist,4%,·,·,-1%[46.1 µM],·
SMN2 splice enh,-7%,-2%[20.6 µM],-24%,-18%,-5%[20.6 µM]
JMJD2E inh,5%,-1%[25.5 µM],·,11%,-3%[25.5 µM]
KinaseGlo FLuc,1%,0%[17.1 µM],·,-1%,1%[17.1 µM]
IMPase Li cell,0%,-2%,-12%,11%[38.3 µM],-3%
Epigenetic derep,-0.3%,1.4%[16.9 µM],·,0.0%,0.0%[16.9 µM]
GoLoco inh red,6%,4%[21.6 µM],2%,9%,8%[21.6 µM]
RECQ1 inh,-2%,-2%[25.9 µM],1%,15%,-2%[25.9 µM]

[31] O=C(O)CCl
[32] CN(C=O)CP(=O)(O)CN(C)C=O
[33] CCCCNC(=O)c1c(N)n(Cc2ccc3c(c2)OCO3)c2nc3ccccc3nc12
[34] CC(C)(C)OC(=O)c1c(N)n(Cc2ccco2)c2nc3ccccc3nc12
[35] c1cncc(CNC2CCCC2)c1
screen / no.,31,32,33,34,35
NPSR antagonist,·,4%[46.1 µM],?,-26%[46.1 µM],-7%
SMN2 splice enh,-9%,-4%,-13%,?,·
JMJD2E inh,·,11%,?,?,22µM*
KinaseGlo FLuc,·,-2%,1%,-2%,-1%
IMPase Li cell,6%,8%[38.3 µM],6%[38.3 µM],-10%[38.3 µM],6%
Epigenetic derep,·,0.9%,?,1.0%,-2.8%
GoLoco inh red,7%,6%,36%[activator],11%,17%
RECQ1 inh,4%,i,1%,-3%,2%

[36] CN(C)C(=O)Oc1ccc(Br)c2ccccc12
[37] O=C1C[C@@H]2OCC=C3CN4CC[C@]56c7ccccc7N1[C@@H]5[C@@H]2[C@H]3C[C@H]46 (tested in a mixture with another compound)
[38] COc1ccc(C(Nc2ccccc2)P(=O)(Oc2ccccc2)Oc2ccccc2)cc1 (configuration not stated)
[39] O=C(Oc1ccccc1)N1CCC2(CCN(Cc3nccs3)CC2)CC1
[40] CCOP(=S)(OCC)SCC(=O)NC(C(=O)O)C(C)C (configuration not stated)
[41] Cc1[nH]c2ccc(O)cc2c1CCN
[42] Cc1c([C@@H](C)C2NC[C@H](C)C[C@@H]2O)ccc2c1C[C@@H]1[C@H]2CC=C2C[C@@H](O)CC[C@@]21C (some centres not stated)
[43] CC(=O)Oc1c2c(c(CC=C(C)C)c3c1C(=O)C1=CC4CC5C(C)(C)OC(C/C=C(\C)C(=O)O)(C4=O)[C@]15O3)OC(C)(CCC=C(C)C)C=C2 (some centres not stated)
screen / no.,36,37,38,39,40,41,42,43
NPSR antagonist,-8%,·,?,·,-8%[46.1 µM],?,·,·
SMN2 splice enh,6%,-5%[9.22 µM],7%,-40%[inhibitor],10%,-14%&-2%,-26%[9.22 µM],-95%[inhibitor]
JMJD2E inh,-5%,·,4%,·,-4%,-7%&4%,·,-15%
KinaseGlo FLuc,-2%,-7%[7.66 µM],2%,1%,-6%,-2%&2%,-4%[7.66 µM],0%
IMPase Li cell,3%,-1%,-1%,24%,24%[38.3 µM],3%&-18%&14%,6%,27%
Epigenetic derep,-0.4%,·,1.3%,·,-2.9%,1.1%&0.8%&0.9%,·,-1.3%
GoLoco inh red,11%,0%[14.2 µM],0%,4%,-1%,-8%&-3%&8%,4%[14.2 µM],-12%
RECQ1 inh,i,·,-4%,-3%,-9%,-13%&-28%&-15%,·,?

Screening data as filed in PubChem BioAssay.
